D3 antag = antagonists of human D3 dopamine receptor. hit rate 2.5% among 360,000. P35462. D3R cells, DiscoveRx beta-arrestin luminescence, antagonist mode; active compounds read low. max response, negative = inhibition, %; in the data active = max response below about -50%; inconclusive = no clear call, values can overlap the other calls; also: % is scaled to controls: 0 for no effect and ±100 for the full control effect; mostly tested at two doses, the higher about 12 µM
Target sequence (P35462 whole entry, looked up): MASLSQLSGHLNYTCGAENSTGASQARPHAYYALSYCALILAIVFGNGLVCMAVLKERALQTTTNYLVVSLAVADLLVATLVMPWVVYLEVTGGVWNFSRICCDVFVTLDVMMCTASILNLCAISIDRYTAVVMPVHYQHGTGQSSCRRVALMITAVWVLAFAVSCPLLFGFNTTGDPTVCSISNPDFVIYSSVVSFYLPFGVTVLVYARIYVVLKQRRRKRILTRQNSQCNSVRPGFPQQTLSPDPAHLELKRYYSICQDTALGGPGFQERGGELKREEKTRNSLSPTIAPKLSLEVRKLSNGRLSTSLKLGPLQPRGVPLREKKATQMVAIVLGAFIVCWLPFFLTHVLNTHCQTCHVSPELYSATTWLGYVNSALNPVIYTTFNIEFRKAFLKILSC
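Cells expressing the human receptor were seeded at 1500 cells/well, incubated overnight at 37 degrees C in 5% CO2, then exposed to library compounds with dopamine controls for 90 minutes at 37 degrees C before luminescent detection.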
Abeta rescue = A-beta toxicity reversal in yeast. Potency, µM (highest dose often 46.1 µM), for the others: at the top dose growth rescue, most hits filed as activators. AID 1347071. yeast expressing A-beta42, growth rescue, OD600, 48 h; response scale: 0% DMSO, 100% iron-clioquinol control. hit rate 0.063% among 410,000; also: potency is read from the fitted curve at half-maximal effect; nearly all actives have a fitted effect of over 55% in size
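Yeast growth medium received pinned compounds, then yeast cells expressing toxic A-beta were added; plates incubated at 30 C for 48 hr. Growth read as absorbance at 600 nm, normalized to DMSO and equimolar FeCl3 plus clioquinol controls.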
pAkt inh = blocks phosphorylation of Akt; Neuro2A IGF-stimulated pAkt S473 HTRF, 20 min; active compounds read low; activity change, % for hits at 50 µM; hit rate 0.32% among 360,000; in the data active = activity change below about -80%; inconclusive = mostly about -51% to -80%; also: % is scaled to controls: 0 for no effect and ±100 for the full control effect
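Single-point screen (50 µM final compound) in Neuro2A cells stimulated 20 min with 6 nM IGF at 37 deg C. After lysis, Ser473-phosphorylated Akt read by HTRF (ex 330 nm, em 615/665 nm) as the 665/615 ratio.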
GLP-1R agonist = activates the human GLP-1 receptor; P43220; Potency, µM (series often up to 45.6 µM), for inactives: at the top dose activation, hits mostly activators; hit rate 0.007% among 380,000; HEK293 GLP-1R CRE-luciferase, luminescence, 4-6 h; cells express a hypersensitive GLP-1R form; also: potency is read from the fitted curve at half-maximal effect; % of control where 0% means no effect
Target sequence (P43220 whole entry, looked up): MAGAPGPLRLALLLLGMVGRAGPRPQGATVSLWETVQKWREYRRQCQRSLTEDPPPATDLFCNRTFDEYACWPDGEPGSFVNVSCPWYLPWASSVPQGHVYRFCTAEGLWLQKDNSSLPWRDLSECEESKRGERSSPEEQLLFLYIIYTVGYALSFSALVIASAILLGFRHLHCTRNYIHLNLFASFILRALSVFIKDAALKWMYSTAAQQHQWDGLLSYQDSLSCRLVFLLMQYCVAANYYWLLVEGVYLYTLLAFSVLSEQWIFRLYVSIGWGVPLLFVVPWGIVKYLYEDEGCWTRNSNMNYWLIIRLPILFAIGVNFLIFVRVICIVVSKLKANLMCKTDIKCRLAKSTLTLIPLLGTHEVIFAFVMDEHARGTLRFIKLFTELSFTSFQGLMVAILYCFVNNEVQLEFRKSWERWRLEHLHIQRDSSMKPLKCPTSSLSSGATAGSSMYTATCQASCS
aSyn rescue = rescues yeast growth from alpha-synuclein toxicity; Yeast expressing alpha-synuclein, growth rescue, BacTiter-Glo, 24 h; Potency, µM (doses to about 46.1 µM), for the others: top-dose growth rescue (activation), hits mostly activators; hit rate 0.14% among 370,000; also: potency is read from the fitted curve at half-maximal effect; % of control where 0% means no effect; nearly all actives have a fitted effect of over 65% in size
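Screening used galactose-induced yeast with toxic alpha-synuclein levels, exposed to compound for 24 hr at 30 deg C. Cell growth, read with BacTiter-Glo luminescence, gave the measured signal.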
PTHR1 agonist = PTHR1 (human) receptor agonism; Q03431; HEK293 GP2 PTHR1 cells, GloSensor cAMP luminescence, 1 h; Potency, µM (titrated, usually from 115 µM), without a hit: at the top dose activation, usual class: activators; hit rate 0.075% among 410,000; AID 743266; also: potency is read from the fitted curve at half-maximal effect; nearly all actives have a fitted effect of over 55% in size; some results filed as inactive show a strong effect at the top dose; inactives centre near -15; many of its hits are not listed in these tables
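HEK-293-derived GP2 cells expressing PTHR1 and a GloSensor cAMP reporter, 3,000/well, plated overnight, given luciferin plus IBMX (each 0.5 mM as added) for 1 h at 37 °C, then compound for 1 h at 37 °C. Luminescence was read after 15 min at room temperature.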
TDP-43 yeast inh = TDP-43 toxicity inhibition in yeast; TDP-43 expressing yeast growth rescue, BacTiter-Glo, 24 h; Potency, µM (highest dose often 46.1 µM), inactives show top-dose growth rescue (activation), most hits filed as activators; hit rate 1.8% among 410,000; also: potency is read from the fitted curve at half-maximal effect; % of control where 0% means no effect; nearly all actives have a fitted effect of over 50% in size
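Luminescence from BacTiter-Glo reports growth of TDP-43-expressing yeast after 24 hr at 30 deg C with compound. Cells were raffinose-pregrown to mid-log, then seeded in galactose medium at OD600=0.02.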
FUS yeast rescue = rescues growth of FUS-expressing yeast | S. cerevisiae FUS-expressing, growth rescue, OD600, 24 h | Potency, µM (top dose mostly 76.6 µM), for inactives: at the top dose growth rescue (activation), actives largely listed as activators | hit rate 0.24% among 390,000;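 also: potency is read from the fitted curve at half-maximal effect; plate controls were DMSO vehicle for no effect and reference control for full effect; nearly all actives have a fitted effect of over 55% in size; some results filed as inactive show a strong effect at the top dose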
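Compound concentration series was pinned onto galactose-induced FUS-expressing yeast seeded at OD 0.005. Plates sat 24hr at 30C; absorbance at 600 nm gave growth. DMSO served as background control.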
GLP-1R inv ag = GLP-1 receptor (human) inverse agonism; Potency, µM (highest dose often 38.3 µM), without a hit: at the highest dose activity change, negative = inhibition, usual class: inhibitors; hit rate 1.6% among 410,000; HEK293 GLP-1R CRE-luciferase, luminescence, 24 h; GLP-1R form is constitutively active; AID 624417; also: potency is read from the fitted curve at half-maximal effect; % is scaled to controls: 0 for no effect and ±100 for the full control effect; nearly all actives have a fitted effect of over 55% in size
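HEK293 cells stably co-expressing a cAMP-responsive luciferase reporter and constitutively active GLP-1R were seeded, incubated 12 h, then exposed to compounds for 24 h at 37 C. Luminescence was read 12 min after detection reagent; inverse agonists lower signal.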
Numbers without * were called inactive; i = inactive; u = inconclusive; x = not tested or not shown; [ ] = another dose, or the depositor's remark. Unless noted, calls follow the shape of the dose curve; as a rule, active = well fitted curve in the direction sought with a large enough effect; inconclusive = small, poorly fitted or top-dose-only effect, or another doubt; inactive = no such curve, though single readings can be large; an effect the other way counts as inactive or inconclusive. A portion of the library, so the mix of outcomes need not match the whole.

SMILES	D3 antag	Abeta rescue	pAkt inh	GLP-1R agonist	aSyn rescue	PTHR1 agonist	TDP-43 yeast inh	FUS yeast rescue	GLP-1R inv ag
Cc1ccc(CN2CCN(Cc3cnc(C)s3)CC2CCO)o1 (stereo unspecified)	-11	9%	i	0%	-4%	-7%	0%	-7%	0%
COc1ccc(-c2nnn(CC(=O)c3ccc4c(c3)OCCO4)n2)cc1OC	-18	2%	i	8%	-1%	-14%[57.5 µM]	-6%	8%	4%
O=C(COc1ccc(F)cc1)OCc1cc(=O)n2nc(-c3cccs3)sc2n1	x	-18%	x	x	x	i	3%	24%	8%
CC(C)C(NC(=O)c1cccs1)C(=O)NC1CCCCC1 (stereo unspecified)	-2	8%	i	-4%	-7%	-2%	17%	18%	-10%
C[C@H](NC(=O)c1ccccc1Cl)C(=O)OCCOc1cccc(Cl)c1	-7	3%	i	-1%	10%	i	8%	-23%	u
COc1ccccc1NC(=O)/C(=C\c1cccnc1)NC(=O)c1ccccc1	13	1%	i	8%	1%	-1%	15%	12%	5%
O=C(CCCn1c(=O)[nH]c2ccc(Br)cc2c1=O)NCc1ccc(Cl)cc1	7	-19%	i	2%	-1%	i	0%	-13%	8%
CCOc1ccc(/C=C(\C#N)C(=O)NC2CC2)c(OCC)c1	6	2%	i	13%	-8%	i	19%	12%	-16%
O=C(COC(=O)CNC(=O)c1ccc(Br)o1)Nc1ccc2c(c1)OCCO2	39	4%	x	27%	1%	-2%[57.5 µM]	-13%	14%	14%
CSc1ccccc1C(=O)NCCCn1ccnc1	2	4%	i	10%	2%	i	-6%[1.82 µM]	18%	7%
CCOc1ccc(OCCNC(=O)c2cc(C3CC3)nc3c2cnn3C(C)C)cc1	-6	14%	i	1%	1%	-37%[inhibitor]	-4%	u	8.9µM*
CC(=O)c1c(C)[nH]c(C(=O)CSc2nc3ccc(C)cc3[nH]2)c1C	59	3%	i	-17%	6%	-18%[57.5 µM]	-4%	6%	-2%
COc1cccc(-n2c(SCC(=O)NCCC3=CCCCC3)nc3n[nH]c(C)c3c2=N)c1	5	-2%	i	11%	0%	-27%	11%	10%	0%
Nc1ccn(Cc2ccc(F)cc2)n1	0	4%	i	1%	-2%	-7%	0%	5%	9%
COc1ccc(CC(=O)OCC(=O)NCCNC(=O)COC(=O)Cc2ccc(OC)cc2)cc1	-9	0%	i	3%	3%	i	2%	0%	3%
CC(C)(C)NS(=O)(=O)c1ccc(NC(=S)NC(=O)C2CCC2)cc1	u	-14%	i	-2%	1%	-50%[inhibitor]	-8%	19%	-26%
CCc1ccccc1NC(=O)CCCN1C(=O)C2CC=CCC2C1=O (stereo unspecified)	9	0%	i	-8%	10%	i	10%	x	3%
CC(=O)c1cccc(OCCN2C(=O)NC(C)(C)C2=O)c1	14	5%	i	-1%	3%	i	-3%	23%	-8%
O=C(CCC(=O)N(CC(=O)NC1CCCCC1)Cc1ccccc1)Nc1ccccn1	4	-6%	i	7%	-1%	i	-7%	-13%	4%
COc1ccc(C(C)(C)C)cc1NC(=O)CCN1C(=O)C2CCCCC2C1=O (stereo unspecified)	4	7%	i	5%	3%	i	22%	32%	-9%
C=CCNc1nc2c(c(=O)[nH]c(=O)n2C)n1CCOc1ccccc1	23	-9%	i	9%	-2%	-16%	6%	10%	89%[activator]
CCCCNC(=O)c1oc2ccc(S(=O)(=O)N3CCCC3)cc2c1C	9	10%	i	29%	u	-4%	11%	1%	-35%
CCCc1c(O)c2ccccc2n(-c2ccccc2)c1=O	1	3%	i	8%	0%	-2%	3%	-16%	10%
CN(c1ccc(OCC(=O)N2CCCC2)cc1)S(=O)(=O)c1ccc(Cl)cc1	4	-5%	i	3%	-3%	i	7%	15%	u
Cc1ccc(C)c(NC(=O)CCCCCN2C(=O)[C@@H]3Cc4ccccc4CN3C2=O)c1	-2	9%	i	7%	0%	-17%	0%	15%	3%
NC(=O)C1=C[C@@H](c2ccccc2)C[C@@H](OCc2ccc(CO)cc2)O1	u	-28%	i	-4%	0%	-20%	-5%	-15%	16%
COC(=O)C1=C(C(=O)OC)[C@@H]2N(C)c3ccc(OC)cc3[C@@]23C[C@@H](C(=O)OC)N(C(=O)CC(C)C)C3=N1	7	9%	i	24%	-3%	-3%	23%	u	4%
COc1ccc(-c2csc(C(C)(O)c3ccc(OC)cc3)n2)cc1 (stereo unspecified)	17	u	i	-1%	6.3µM*	-44%[inhibitor]	0%	20%	u
O=C(N/N=C/c1c(O)ccc2ccccc12)c1ccc[n+](CCO)c1	3	-14%	i	1%	-2%	i	-46%[inhibitor]	26%	-11%
CC(C)(C)NC(=O)C1(N2C(=O)c3ccccc3C2=O)CCCC1	-22	2%	i	4%	0%	-35%[inhibitor]	-5%	2%	-7%
CCOC(=O)c1cc2c(=O)n3ccccc3nc2n(CCOC)c1=NC(=O)c1ccncc1	-9	-5%	i	6%	-4%	i	7%	24%	63%[activator]
CN(C(=O)COC(=O)c1cc([N+](=O)[O-])ccc1Sc1ccccc1)C1CCS(=O)(=O)C1 (stereo unspecified)	6	-13%	i	-1%	-1%	0%	1%	38%	2%
CCC(C)Cn1c(C(C)C)nc2ccccc21 (stereo unspecified)	16	-6%	i	15%	4%	i	-15%	-18%	-36%
COc1ccc(/C=N/NC(=O)c2cccc(Br)c2)cc1COc1ccccn1	-26	16%	i	16%	-1%	-23%	-3%	9%	-4%
CCOC(=O)c1c(C)nc2sc(C(N)=O)c(N)c2c1-c1ccccc1	32	-13%	x	3%	-3%	-18%[57.5 µM]	10%	6%	6%
CCCCCCCC(=O)NNC(=O)c1ccc(F)cc1	-8	6%	i	-5%	-7%	-16%	1%	11%	-6%
O=C(CNc1cccc(Br)c1)Nc1ccc(S(=O)(=O)N2CCCCC2)cc1	-24	-4%	i	-3%	14%	-53%[inhibitor]	3%	u	u
CC12CCC(=O)N1C(C(=O)N1CCN(S(=O)(=O)c3cccc(C(F)(F)F)c3)CC1)CS2 (stereo unspecified)	-7	0%	i	-3%	-3%	-1%	18%	x	-10%
S=c1[nH]ncn1/N=C/c1cccs1	-26	-5%	i	-3%	-12%	-6%	-6%	-13%	13%
CCCNc1nc2ccccc2n2c(C)nnc12	18	-4%	i	14%	-6%	i	24%	14%	119%[activator]
COc1ccc(S(=O)(=O)Nc2c(C)n(C)n(-c3ccccc3)c2=O)cc1C(=O)O	17	-3%	i	-17%	10%	-8%	-16%	5%	-7%
COc1cc(NCCC(=O)c2cccs2)c(OC)cc1Cl	5	-13%	i	11%	-1%	i	0%	10%	-37%
Cc1ccc(-n2c(Cc3noc4ccccc34)n[nH]c2=S)cc1	7	4%	i	3%	0%	-16%	7%	-3%	-11%[0.307 µM]
CCc1cc(=O)oc2c(CN3CCCC3)c(O)c(Cl)cc12	-4	15%	i	1%	-7%	i	-11%	24%	-6%
O=C(NCC(c1ccco1)N1CCc2ccccc2C1)c1ccc(Br)cc1 (stereo unspecified)	-4	7%	i	-8%	5%	-25%	8%	19%	u

In the list so far, these contain a tert-butyl group.
SMILES	D3 antag	Abeta rescue	pAkt inh	GLP-1R agonist	aSyn rescue	PTHR1 agonist	TDP-43 yeast inh	FUS yeast rescue	GLP-1R inv ag
CC(C)(C)NS(=O)(=O)c1ccc(NC(=S)NC(=O)C2CCC2)cc1	u	-14%	i	-2%	1%	-50%[inhibitor]	-8%	19%	-26%
COc1ccc(C(C)(C)C)cc1NC(=O)CCN1C(=O)C2CCCCC2C1=O (stereo unspecified)	4	7%	i	5%	3%	i	22%	32%	-9%
CC(C)(C)NC(=O)C1(N2C(=O)c3ccccc3C2=O)CCCC1	-22	2%	i	4%	0%	-35%[inhibitor]	-5%	2%	-7%

Continued:
SMILES	D3 antag	Abeta rescue	pAkt inh	GLP-1R agonist	aSyn rescue	PTHR1 agonist	TDP-43 yeast inh	FUS yeast rescue	GLP-1R inv ag
Cc1cccc(OC(=O)c2cc(-c3ccc4c(c3)OCCO4)on2)c1	x	-18%	x	x	x	-17%	3%	18%	-20%
COc1cc(OC)cc(C(=O)NCCc2cnc[nH]2)c1	u	-9%	i	-3%	1%	i	13%	23%	3%
Cc1sc2nc(CSc3ccccc3)nc(NCCN(C)C)c2c1C	-14	5%	i	-1%	2%	i	23%	x	u
CCOC(=O)c1sc(NC(=O)Cc2c(F)cccc2Cl)nc1C	-23	-21%	i	4%	1%	i	7%	42%	-24%
CCN(CC)CCCNc1ncnc2c1cnn2-c1ccc(C)c(C)c1	x	-8%	x	x	x	i	20%	-14%	u
COc1ccc(S(=O)(=O)N2CCCOC2CNC(=O)C(=O)NCc2ccncc2)cc1 (stereo unspecified)	-10	10%	i	-6%	1%	0%	10%	x	26%
Cc1cc(NC(=O)Nc2cccs2)no1	u	13%	x	-4%	2%	i	7%	-17%	22%
CCOc1ccc(NC(=O)CC2C(=O)N(c3ccccc3)C(=O)N2CCOC)cc1 (stereo unspecified)	-5	-8%	i	-2%	0%	-15%	9%	-19%	3%
CCOC(=O)[C@]12CCCC=C1N(Cc1ccco1)C(=O)[C@H](CC(=O)N1CCC(c3ccccc3)CC1)C2	13	2%	i	6%	2%	i	14%	40%	u
COc1ccc2[nH]cc(CCNC(=O)c3ccc([N+](=O)[O-])cc3)c2c1	-16	18%	i	1%	-2%	-6%	6%	4%	4%[7.66 µM]
Cc1ccccc1Nc1ncnc2c1cnn2-c1ccccc1	8	-7%	i	14%	16%	-8%	-36%[inhibitor]	-16%	u
COc1ccc2nccnc2c1[N+](=O)[O-]	5	3%	i	7%	-2%	i	-4%	14%	25%
COc1ccc(NC(=O)CN2CCN(CC(=O)Nc3ccc(OC)cc3)CC2)cc1	16	7%	i	4%	4%	-3%	15%	-6%	7%
O=S(=O)(c1ccc2nc(-c3ccccc3)[nH]c2c1)N1CCN(c2ccc(Cl)cc2)CC1	-4	-6%	i	-10%	11%	-31%[inhibitor]	-13%	x	u
